Growth percent in the NCI-60 one-dose screen (48 h, 10 µM unless noted): 100 = growth as untreated, 0 = no growth, -100 = all killed.
NCI-H322M: NCI-H322M lung cancer. hit rate 2.7% among 80,000
NCI-H23: NCI-H23 lung cancer | AID 1794731 | hit rate 4% among 80,000
NCI-H226: NCI-H226 lung cancer | hit rate 3.5% among 79,000 | AID 1794732
IGROV1: IGROV1 ovarian cancer | hit rate 4.7% among 79,000 | AID 1794786
NCI-H460: NCI-H460 lung cancer. hit rate 6.8% among 82,000. AID 1794736
KM12: KM12 colon cancer cells; hit rate 5% among 82,000
NCI/ADR-RES: NCI/ADR-RES ovarian cells; hit rate 4.4% among 81,000; AID 1794790
COLO 205: COLO 205 colon cancer; hit rate 7.3% among 79,000
NCI-H522: NCI-H522 lung cancer | AID 1794739 | hit rate 8% among 78,000
Numbers without * were called inactive. Rule for the calls: active = growth percent below 10; inactive = the rest.

What do the screens show for `COc1ccc(-c2cc(NC(=O)Nc3cccc(C(F)(F)F)c3)no2)cc1`?
NCI-H322M: 106; NCI-H23: 99; NCI-H226: 99; IGROV1: 106; NCI-H460: 100; KM12: 99; NCI/ADR-RES: 104; COLO 205: 102; NCI-H522: 92

What do the screens show for `Fc1cc(C2=NNC(c3ccc[nH]3)C2)ccc1-n1ccc(C(F)(F)F)n1` (stereo not drawn)?
NCI-H322M: 86; NCI-H23: 89; NCI-H226: 84; IGROV1: 90; NCI-H460: 65; KM12: 66; NCI/ADR-RES: 91; COLO 205: 109; NCI-H522: 74

Results for O=C(/C=C/c1ccc(B(O)O)cc1)/C=C/c1ccc(B(O)O)cc1 ?
NCI-H322M: 81; NCI-H23: 62; NCI-H226: 78; IGROV1: -73*; NCI-H460: 57; KM12: -87*; NCI/ADR-RES: 92; COLO 205: 37; NCI-H522: 72

Results for CCCCC1=C(P(=O)(O)O)N[C@H](C(=O)OCC)CS1 ?
NCI-H322M: 81; NCI-H23: 84; NCI-H226: 85; IGROV1: 86; NCI-H460: 100; KM12: 100; NCI/ADR-RES: 86; COLO 205: 102; NCI-H522: 82

How did N#CC1(C#N)C(c2cc(=O)[nH]c(=O)[nH]2)OC23CCCCC2C1(C#N)C(=N)O3 (stereo not drawn) do in these assays?
NCI-H322M: 98; NCI-H23: 100; NCI-H226: 105; IGROV1: 104; NCI-H460: 105; KM12: 91; NCI/ADR-RES: 106; COLO 205: 107; NCI-H522: 91

What do the screens show for `O=C(Cn1c(=O)ccn(CCCCCCCCOc2ccc(Br)cc2)c1=O)Nc1ccc(Oc2ccc(Cl)cc2)cc1`?
NCI-H322M: 102; NCI-H23: 48; NCI-H226: 57; IGROV1: 77; NCI-H460: 57; KM12: 62; NCI/ADR-RES: 43; COLO 205: 77; NCI-H522: 45

What do the screens show for `CCOc1ccccc1N1CCC(=O)NC1=S`?
NCI-H322M: 101; NCI-H23: 105; NCI-H226: 93; IGROV1: 101; NCI-H460: 104; KM12: 109; NCI/ADR-RES: 106; COLO 205: 112; NCI-H522: 95

What do the screens show for `CSc1nc2nc3c(c(-c4ccccc4)c2c(=O)n1C)CCC/C3=C\c1ccccc1`?
NCI-H322M: 123; NCI-H23: 99; NCI-H226: 104; IGROV1: 99; NCI-H460: 113; KM12: 117; NCI/ADR-RES: 107; NCI-H522: 82

Results for CC1(C)N=C(N)N=C(N)N1c1ccc(S(=O)(=O)Nc2nccs2)cc1 ?
NCI-H322M: 104; NCI-H23: 101; NCI-H226: 101; IGROV1: 100; NCI-H460: 104; KM12: 101; NCI/ADR-RES: 106; COLO 205: 105; NCI-H522: 91

How did NC1=NC2(CCCCC2)N(c2ccc(S(N)(=O)=O)cc2)C(N)=N1 do in these assays?
NCI-H322M: 104; NCI-H23: 97; NCI-H226: 104; IGROV1: 106; NCI-H460: 106; KM12: 100; NCI/ADR-RES: 102; COLO 205: 105; NCI-H522: 101

Results for COc1ccccc1NC(=O)c1nc(-c2cc(OC)c(OC)c(OC)c2)n(-c2ccc(F)c(F)c2)n1 ?
NCI-H322M: 98; NCI-H23: 92; NCI-H226: 80; IGROV1: 92; NCI-H460: 94; KM12: 81; NCI/ADR-RES: 84; COLO 205: 90; NCI-H522: 52

Results for COC(=O)[C@H](C)NC(=O)[C@@H]1CCCN1C(=O)CNC(=O)[C@H](C)NC(=O)OCc1ccccc1 ?
NCI-H322M: 111; NCI-H23: 98; NCI-H226: 106; IGROV1: 118; NCI-H460: 109; KM12: 119; NCI/ADR-RES: 106; COLO 205: 113; NCI-H522: 101

What do the screens show for `COC(=O)c1ccc(NC(=O)Cn2cc(CN3CCN(c4ccnc5cc(Cl)ccc45)CC3)nn2)cc1`?
NCI-H322M: 101; NCI-H23: 101; NCI-H226: 97; IGROV1: 95; NCI-H460: 100; KM12: 92; NCI/ADR-RES: 100; COLO 205: 115; NCI-H522: 82

What do the screens show for `Nc1[nH]n(-c2ccccc2)c(=O)c1/C=N/C(=S)N=Nc1c(O)[nH]c2ccccc12`?
NCI-H322M: 101; NCI-H23: 95; NCI-H226: 95; IGROV1: 104; NCI-H460: 98; KM12: 105; NCI/ADR-RES: 101; COLO 205: 107; NCI-H522: 78

How did CCOC(=O)c1c(NC(=O)c2ccc(C(C)C)cc2)sc2cc(O)ccc12 do in these assays?
NCI-H322M: 88; NCI-H23: 95; NCI-H226: 97; IGROV1: 81; NCI-H460: 96; KM12: 84; NCI/ADR-RES: 90; COLO 205: 105; NCI-H522: 95

How did O=C(O)CCCC(=O)c1ccccc1 do in these assays?
NCI-H322M: 95; NCI-H23: 100; NCI-H226: 100; IGROV1: 97; NCI-H460: 111; KM12: 98; NCI/ADR-RES: 103; COLO 205: 100

What do the screens show for `COc1cc(/C=N/N=C(N)N)ccc1O`?
NCI-H322M: 111; NCI-H23: 116; NCI-H226: 120; IGROV1: 101; NCI-H460: 111; KM12: 97; NCI/ADR-RES: 123; COLO 205: 112; NCI-H522: 97

What do the screens show for `CS(=O)(=O)c1ccc(C(=O)N=Nc2c(O)[nH]c3ccc(F)cc23)cc1`?
NCI-H322M: 107; NCI-H23: 91; NCI-H226: 105; IGROV1: 109; NCI-H460: 110; KM12: 105; NCI/ADR-RES: 102; COLO 205: 118; NCI-H522: 93

How did C=C(C)[C@@H]1CC[C@]2(C(N)=O)CC[C@]3(C)[C@H](CC[C@@H]4[C@@]5(C)CCCNC(C)(C)[C@@H]5CC[C@]43C)[C@@H]12 do in these assays?
NCI-H322M: 101; NCI-H23: 76; NCI-H226: 86; IGROV1: 84; NCI-H460: 64; KM12: 80; NCI/ADR-RES: 85; COLO 205: 69; NCI-H522: 84

Results for C/C=C/C=C/C1OC23CCCCC2C(C#N)(C(=N)O3)C1(C#N)C#N (stereo not drawn) ?
NCI-H322M: 98; NCI-H23: 98; NCI-H226: 100; IGROV1: 86; NCI-H460: 106; KM12: 101; NCI/ADR-RES: 96; COLO 205: 116; NCI-H522: 94

Looked up one by one from the entries so far:
What do the screens show for `Nc1[nH]n(-c2ccccc2)c(=O)c1/C=N/C(=S)N=Nc1c(O)[nH]c2ccccc12`?
NCI-H322M: 101; NCI-H23: 95; NCI-H226: 95; IGROV1: 104; NCI-H460: 98; KM12: 105; NCI/ADR-RES: 101; COLO 205: 107; NCI-H522: 78

Results for C/C=C/C=C/C1OC23CCCCC2C(C#N)(C(=N)O3)C1(C#N)C#N (stereo not drawn) ?
NCI-H322M: 98; NCI-H23: 98; NCI-H226: 100; IGROV1: 86; NCI-H460: 106; KM12: 101; NCI/ADR-RES: 96; COLO 205: 116; NCI-H522: 94

Additional structures
Results for Cc1ccc(N2C(=O)c3cccc4c(N)c(S(=O)(=O)O)cc(c34)C2=O)cc1 ?
NCI-H322M: 114; NCI-H23: 96; NCI-H226: 90; IGROV1: 36; NCI-H460: 104; KM12: 99; NCI/ADR-RES: 103; COLO 205: 109; NCI-H522: 85

How did CCCCCCCCCCCCCCCCCCNC(=S)N/N=C/c1ccc([N+](=O)[O-])cc1 do in these assays?
NCI-H322M: 93; NCI-H23: 101; NCI-H226: 95; IGROV1: 98; NCI-H460: 105; KM12: 100; NCI/ADR-RES: 100; COLO 205: 104; NCI-H522: 96

How did COc1ccc(Nc2nc3cccnc3nc2C)cc1 do in these assays?
NCI-H322M: 102; NCI-H23: 93; NCI-H226: 97; IGROV1: 90; NCI-H460: 112; KM12: 105; NCI/ADR-RES: 90; COLO 205: 107; NCI-H522: 72

What do the screens show for `CN(C)c1nc(Cl)nc2c1nc(Cl)n2C1CCCCO1` (stereo not drawn)?
NCI-H322M: 113; NCI-H23: 102; NCI-H226: 104; IGROV1: 116; KM12: 116; NCI/ADR-RES: 105; COLO 205: 108; NCI-H522: 118

How did CC(=O)OC[C@@H]1C2CCC(C2)[C@@H]1COC(C)=O do in these assays?
NCI-H322M: 99; NCI-H23: 100; NCI-H226: 105; IGROV1: 103; NCI-H460: 109; KM12: 112; NCI/ADR-RES: 101; COLO 205: 109; NCI-H522: 96

What do the screens show for `O=C(CNc1ccc(Br)cc1)Cn1cc(COc2ccc(C=Nc3cnc4ccccc4c3)cc2)nn1`?
NCI-H322M: 103; NCI-H23: 105; NCI-H226: 101; IGROV1: 114; NCI-H460: 118; KM12: 106; NCI/ADR-RES: 106; COLO 205: 111; NCI-H522: 105

Results for CC1(C)CCC(C)(C)c2cc(NC(=O)c3ccc(C(=O)NC#N)cc3)ccc21 ?
NCI-H322M: 102; NCI-H23: 106; NCI-H226: 89; IGROV1: 109; NCI-H460: 100; KM12: 103; NCI/ADR-RES: 108; COLO 205: 99

Results for Cc1cc2c(c(C)c1Cl)C(=O)/C(=C/c1ccc(N(C)C)cc1)O2 ?
NCI-H322M: 97; NCI-H23: 90; IGROV1: 78; NCI-H460: 100; KM12: 79; NCI/ADR-RES: 99; COLO 205: 112; NCI-H522: 87

How did CC(=O)C1CCC(C)=CC1=O (stereo not drawn) do in these assays?
NCI-H322M: 86; NCI-H23: 102; NCI-H226: 104; IGROV1: 102; NCI-H460: 106; KM12: 110; NCI/ADR-RES: 96; COLO 205: 116; NCI-H522: 90

What do the screens show for `c1cn2cc(-c3ccsc3)nc(-c3ccc4c(c3)ncn4C3CCCCC3)c2n1`?
NCI-H322M: 105; NCI-H23: 90; NCI-H226: 94; IGROV1: 98; NCI-H460: 102; KM12: 85; NCI/ADR-RES: 105; COLO 205: 119; NCI-H522: 90

Results for CN(C[C@H]1Cc2ncccc2CN1)[C@H]1CCCc2cccnc21 ?
NCI-H322M: 91; NCI-H23: 107; NCI-H226: 77; IGROV1: 103; NCI-H460: 69; KM12: 96; NCI/ADR-RES: 56; COLO 205: 91; NCI-H522: 86

What do the screens show for `COc1ccc(C(=O)Cn2cc(CN3CCN(c4cc5c(cc4F)c(=O)c(C(=O)O)cn5C4CC4)CC3)nn2)cc1`?
NCI-H322M: 99; NCI-H23: 96; NCI-H226: 104; IGROV1: 102; NCI-H460: 104; KM12: 102; NCI/ADR-RES: 102; COLO 205: 107; NCI-H522: 90

How did Cc1nn(-c2nc3ccccc3[nH]2)c2c1C(c1ccc3c(c1)OCO3)CC(=O)N2 (stereo not drawn) do in these assays?
NCI-H322M: 65; NCI-H23: 4.3*; NCI-H226: 32; IGROV1: 21; NCI-H460: -8.2*; KM12: 1.5*; NCI/ADR-RES: 50; COLO 205: 83; NCI-H522: 27

Results for O=C(Nc1ccccc1)Nc1ncccc1OCc1ccccc1 ?
NCI-H322M: 95; NCI-H23: 83; NCI-H226: 84; IGROV1: 81; NCI-H460: 102; KM12: 96; NCI/ADR-RES: 96; NCI-H522: 73

Results for CCCCCc1cc(=O)[nH]c(=S)[nH]1 ?
NCI-H322M: 100; NCI-H23: 98; NCI-H226: 103; IGROV1: 101; NCI-H460: 103; KM12: 104; NCI/ADR-RES: 99; COLO 205: 108; NCI-H522: 93

What do the screens show for `CCOc1ccccc1/C=N\NC(=O)C1CC1`?
NCI-H322M: 105; NCI-H23: 111; NCI-H226: 106; IGROV1: 103; NCI-H460: 114; KM12: 106; NCI/ADR-RES: 115; COLO 205: 114; NCI-H522: 95

Results for Cc1cc(C)c(F)cc1N ?
NCI-H322M: 84; NCI-H23: 99; NCI-H226: 100; IGROV1: 96; NCI-H460: 102; KM12: 101; NCI/ADR-RES: 97; COLO 205: 98; NCI-H522: 91

What do the screens show for `O=C1/C(=C/c2ccc3c(c2)OCO3)SC(=S)N1C1c2ccccc2Oc2ccccc21`?
NCI-H23: 90; NCI-H226: 98; IGROV1: 91; NCI-H460: 107; KM12: 97; NCI/ADR-RES: 95; COLO 205: 100; NCI-H522: 96

How did C=C1C(=O)O[C@H]2[C@H]1CC/C(C(=O)NCCCCCCCCNC(=O)/C1=C/CC[C@@]3(C)O[C@H]3[C@H]3OC(=O)C(=C)[C@@H]3CC1)=C\CC[C@@]1(C)O[C@@H]21 do in these assays?
NCI-H322M: 95; NCI-H23: 92; NCI-H226: 89; IGROV1: 63; NCI-H460: 110; KM12: 93; NCI/ADR-RES: 103; NCI-H522: -64*

Results for CC1CCCC(O)(C[N+](=O)[O-])C1 (stereo not drawn) ?
NCI-H322M: 103; NCI-H23: 85; NCI-H226: 88; IGROV1: 93; NCI-H460: 103; KM12: 109; NCI/ADR-RES: 93; COLO 205: 116; NCI-H522: 90

Results for CCN(CC)CCOc1nc2ccc(OC)cc2c2c1-c1ccc(OC)cc1C2=O ?
NCI-H322M: -13*; NCI-H23: -30*; NCI-H226: 17; IGROV1: -49*; NCI-H460: -75*; KM12: -82*; NCI/ADR-RES: 0.7*; COLO 205: 15; NCI-H522: -89*

A draw from above in order of length of the SMILES, ascending.
Results for CC1CCCC(O)(C[N+](=O)[O-])C1 (stereo not drawn) ?
NCI-H322M: 103; NCI-H23: 85; NCI-H226: 88; IGROV1: 93; NCI-H460: 103; KM12: 109; NCI/ADR-RES: 93; COLO 205: 116; NCI-H522: 90

Results for O=C(Nc1ccccc1)Nc1ncccc1OCc1ccccc1 ?
NCI-H322M: 95; NCI-H23: 83; NCI-H226: 84; IGROV1: 81; NCI-H460: 102; KM12: 96; NCI/ADR-RES: 96; NCI-H522: 73

Results for CCN(CC)CCOc1nc2ccc(OC)cc2c2c1-c1ccc(OC)cc1C2=O ?
NCI-H322M: -13*; NCI-H23: -30*; NCI-H226: 17; IGROV1: -49*; NCI-H460: -75*; KM12: -82*; NCI/ADR-RES: 0.7*; COLO 205: 15; NCI-H522: -89*

How did Cc1nn(-c2nc3ccccc3[nH]2)c2c1C(c1ccc3c(c1)OCO3)CC(=O)N2 (stereo not drawn) do in these assays?
NCI-H322M: 65; NCI-H23: 4.3*; NCI-H226: 32; IGROV1: 21; NCI-H460: -8.2*; KM12: 1.5*; NCI/ADR-RES: 50; COLO 205: 83; NCI-H522: 27
